Screening results deposited in PubChem by several laboratories.
STK33 kinase inh: blocks human STK33 kinase activity. purified STK33, MBP phosphorylation, ADP-Glo luminescence. inhibition, % at 10 µM. 320,000 compounds, 0.073% hits. AID 2661;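 active = inhibition at or above 25%, using the most active replicate where run in duplicate; inactive = inhibition below 25%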
Target sequence (Q9BYT3 whole entry, looked up): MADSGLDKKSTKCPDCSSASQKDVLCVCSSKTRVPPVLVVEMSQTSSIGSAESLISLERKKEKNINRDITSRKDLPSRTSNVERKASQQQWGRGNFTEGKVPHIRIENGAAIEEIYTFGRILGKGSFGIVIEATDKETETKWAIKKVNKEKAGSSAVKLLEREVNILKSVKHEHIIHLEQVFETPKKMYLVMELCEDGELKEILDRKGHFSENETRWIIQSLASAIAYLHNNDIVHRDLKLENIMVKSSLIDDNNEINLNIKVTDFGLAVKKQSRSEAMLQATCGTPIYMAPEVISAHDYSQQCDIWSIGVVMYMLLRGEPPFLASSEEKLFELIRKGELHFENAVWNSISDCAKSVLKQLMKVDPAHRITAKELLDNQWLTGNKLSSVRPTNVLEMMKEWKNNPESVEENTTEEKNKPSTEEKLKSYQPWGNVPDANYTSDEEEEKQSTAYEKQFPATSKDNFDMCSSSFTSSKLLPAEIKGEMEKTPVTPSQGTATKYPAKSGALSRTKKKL
Kir21 block: Kir2.1 (mouse) channel inhibition; HEK293-Kir2.1, FluxOR thallium flux fluorescence; stronger effect = lower value; 310,000 compounds, 0.85% hits; B-score at 10 µM;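 active = fluorescence ratio B-score at or below minus 3 SD of library scores, with starting-brightness B-score within 2 SD, cut at about -4.2 in these data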;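 also: channel flux triggered by added potassium and thallium sulfate stimulus; B-score of peak minus minimum fluorescence over baseline after thallium stimulus; more negative B-score means stronger Kir2.1 block with less thallium influx; some compounds called inactive have numbers as strong as hits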
Target sequence (P35561 whole entry, looked up): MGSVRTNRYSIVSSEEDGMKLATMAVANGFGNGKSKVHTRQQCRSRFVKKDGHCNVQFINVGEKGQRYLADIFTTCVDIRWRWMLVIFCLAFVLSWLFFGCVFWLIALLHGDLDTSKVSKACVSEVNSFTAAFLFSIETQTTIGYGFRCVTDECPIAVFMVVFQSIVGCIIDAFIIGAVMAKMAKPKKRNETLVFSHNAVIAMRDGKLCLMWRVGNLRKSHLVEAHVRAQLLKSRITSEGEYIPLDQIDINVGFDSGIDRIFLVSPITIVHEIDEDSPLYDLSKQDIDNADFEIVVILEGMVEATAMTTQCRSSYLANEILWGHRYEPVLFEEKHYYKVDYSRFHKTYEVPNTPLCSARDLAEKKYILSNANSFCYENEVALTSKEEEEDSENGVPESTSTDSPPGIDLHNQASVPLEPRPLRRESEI
Active calls of the source: *; · = not tested or not shown.

SMILES | STK33 kinase inh | Kir21 block
CCCOC(=O)/C=C/c1c(C)[nH]c(=O)[nH]c1=O | -0.9 | 1.6
COc1ccc(-c2cc(C(F)(F)F)nc(SCCC(=O)N3CCN4CCCC4C3)n2)cc1 (stereo not given) | 0.4 | -1.4
CC1=NN(c2ccccc2)C(=O)/C1=C\c1cc(C)n(-c2ccccc2)c1C | 0.3 | 1.4
CCC(C)[C@H](NC(=O)[C@@H]1Cc2c([nH]c3ccccc23)C2c3ccccc3C(=O)N21)C(=O)NCC1CCCO1 (stereo not given in full) | 2.7 | -1.4
COc1ccccc1CC(=O)Nc1cccc(S(=O)(=O)N2CCOCC2)c1 | 1.1 | 1.1
CC(Oc1ccc(Cl)cc1Cl)c1ccn[nH]1 (stereo not given) | -0.4 | -1.2
C[C@H](CO)N1C[C@H](C)[C@@H](CN(C)S(=O)(=O)c2ccc(F)cc2)Oc2ccc(NC(=O)Nc3ccccc3)cc2C1=O | 0.4 | ·
CC(=O)Nc1cccc(NS(=O)(=O)c2cc3c4c(c2)CCN4C(=O)CC3)c1 | -1.1 | 0.01
O=C(O)c1cc(-c2ccc(Cl)s2)[nH]n1 | 2.6 | 0.22
Cc1cccc2c1cnn2C(=O)Nc1cc(F)ccc1F | -0.2 | -0.02
Cc1nnc(SCC(=O)Nc2cccc(S(=O)(=O)N(C)c3ccccc3)c2)s1 | 0.3 | -2
COc1ccc(OC)c(C=Nc2ccccc2-c2nc3ccccc3[nH]2)c1 | 1.5 | -0.34
O=C(OC1CCCCC1=O)c1ccc(S(=O)(=O)Nc2ccccc2)cc1 (stereo not given) | -2.0 | -0.37
C=CC[C@@H](Cc1ccc(F)cc1)C(=O)OC[C@@H]1CCCN1C(=O)[C@H](CC=C)CC(=O)N(CCO)Cc1ccccc1 | 0.2 | ·
COc1ccc(C2Nc3ccccc3C(=O)N2Cc2ccccc2)cc1CSc1ccccn1 (stereo not given) | -0.9 | 0.78

Compounds above with fluorine:
SMILES | STK33 kinase inh | Kir21 block
COc1ccc(-c2cc(C(F)(F)F)nc(SCCC(=O)N3CCN4CCCC4C3)n2)cc1 (stereo not given) | 0.4 | -1.4
C[C@H](CO)N1C[C@H](C)[C@@H](CN(C)S(=O)(=O)c2ccc(F)cc2)Oc2ccc(NC(=O)Nc3ccccc3)cc2C1=O | 0.4 | ·
Cc1cccc2c1cnn2C(=O)Nc1cc(F)ccc1F | -0.2 | -0.02
C=CC[C@@H](Cc1ccc(F)cc1)C(=O)OC[C@@H]1CCCN1C(=O)[C@H](CC=C)CC(=O)N(CCO)Cc1ccccc1 | 0.2 | ·

(next part)
SMILES | STK33 kinase inh | Kir21 block
Cc1ccc(SCCSc2nc(N)cc(=O)[nH]2)cc1 | -0.5 | 0.7
CC(C)[C@H](NC(=O)c1ccccc1)C(=O)N1CCc2ccccc21 | 1.5 | 0.26
CCN(CC(=O)Nc1c(F)cccc1F)C(=O)c1cc(-c2cccs2)nn1-c1ccccc1 | -1.1 | -0.42
O=C(O)CNC(=S)N(Cc1ccco1)Cc1ccccc1Cl | -5.0 | 0.22
COC(=O)c1cc(C(=O)OC)cc(-n2c(C)cc(C(=O)CC#N)c2C)c1 | 1.7 | -0.25
CCOCCCNC(=O)c1ccccc1NC(=O)C1=C(C)OCCS1 | 0.3 | 0.26
CN(Cc1ccc(F)cc1)C(=O)c1ccc2c(c1)NC(=O)CS2 | -1.1 | -0.34
Cc1ccc(S(=O)(=O)N2CCCC2)cc1C(=O)NC1CCCCC1 | 0.7 | 1.4
COc1ccc(-c2cc(N3C(=O)Nc4ccccc4N3O)n[nH]2)cc1 | -0.4 | 0.98
C(=N\n1cnnc1)/c1cccs1 | -1.7 | -0.25
COC(CNC(=O)c1ccc(Cn2c(=S)[nH]c3cc4c(cc3c2=O)OCO4)cc1)OC | -0.3 | 1.3
COc1ccc(Cc2nnc(NS(=O)(=O)c3ccc(NC(C)=O)cc3)s2)cc1 | -0.2 | -1.3
Cn1cnnc1SCC(=O)Nc1ccccc1 | -2.8 | 0.98
CCN(CC)c1nc(Nc2ccccc2)nc(Oc2ccc(C(=O)OC)cc2)n1 | -0.7 | 1.4
CC(C)(C)C(=O)Nc1cccc2[nH]ncc12 | 2.3 | -1.5

4 structures out of the list, sorted by number of heavy atoms, high to low.
SMILES | STK33 kinase inh | Kir21 block
COC(=O)c1cc(C(=O)OC)cc(-n2c(C)cc(C(=O)CC#N)c2C)c1 | 1.7 | -0.25
COc1ccc(-c2cc(N3C(=O)Nc4ccccc4N3O)n[nH]2)cc1 | -0.4 | 0.98
CC(C)[C@H](NC(=O)c1ccccc1)C(=O)N1CCc2ccccc21 | 1.5 | 0.26
Cc1ccc(SCCSc2nc(N)cc(=O)[nH]2)cc1 | -0.5 | 0.7

The results go on:
SMILES | STK33 kinase inh | Kir21 block
COc1ccccc1CNC(=O)COC(=O)c1ccc([N+](=O)[O-])o1 | -1.2 | ·
CCOC(=O)Cc1nn2c(=O)cc(C)nc2s1 | -1.4 | 1.3
CC1CCCCC1NC(=O)C1Cc2ccccc2CN1S(C)(=O)=O (stereo not given) | 0.7 | -0.57
CC1CN(C2CCN(C(=O)c3cccc(Cl)c3)CC2)CC(C)O1 (stereo not given) | 0.6 | 1.6
Cc1ccc(NC(=O)Cc2ccc(Cl)cc2)nc1 | -1.1 | 0.37
Cc1ccc(NC(=O)CSc2nnc(C)c(=O)n2N)cc1Cl | -1.1 | 0.12
COc1ccc(-c2nn(-c3ccccc3)cc2C(=O)Nc2nccs2)cc1OC | 0.3 | 0.02
COc1ccc(-n2c(SCC(=O)NNC(=O)c3ccc(C)cc3)nnc2-c2ccncc2)cc1 | -1.8 | -2.5
Cc1ccc(S(=O)(=O)N2CCCC(C(=O)NCc3ccco3)C2)cc1Cl (stereo not given) | 3.4 | 0.5
CC1(C(=O)NC2CCCC2)CCC(=O)N1Cc1ccccc1Cl (stereo not given) | -1.0 | 0.57
CCOC(=O)c1ccc(N(C(=O)c2cnccn2)C(C(=O)NC2CCCCC2)c2cn(C)nc2C)cc1 (stereo not given) | 0.7 | 0.55
COc1ccc(C2C(Oc3ccccc3C)C(=O)N2Cc2ccc(F)cc2)cc1OC (stereo not given) | -1.0 | -0.51
CCC1=NN(C(=O)c2ccccc2O)C(O)(c2ccccc2)C1 (stereo not given) | -1.0 | 0.6
COc1ccc(OC)c(NC(=O)COc2ccc(Br)cc2)c1 | 0.1 | 2.4
COC(=O)NCc1ccc(Cl)c(Cl)c1 | -0.6 | -0.87

Of the compounds above, 3 have a thiophene ring, fused or not:
SMILES | STK33 kinase inh | Kir21 block
O=C(O)c1cc(-c2ccc(Cl)s2)[nH]n1 | 2.6 | 0.22
CCN(CC(=O)Nc1c(F)cccc1F)C(=O)c1cc(-c2cccs2)nn1-c1ccccc1 | -1.1 | -0.42
C(=N\n1cnnc1)/c1cccs1 | -1.7 | -0.25

3 entries from above, arranged by the value under STK33 kinase inh, largest number first:
mol	STK33 kinase inh
O=C(O)c1cc(-c2ccc(Cl)s2)[nH]n1	2.6
CC1=NN(c2ccccc2)C(=O)/C1=C\c1cc(C)n(-c2ccccc2)c1C	0.3
COc1ccc(C2C(Oc3ccccc3C)C(=O)N2Cc2ccc(F)cc2)cc1OC (stereo not given)	-1.0

Continuation:
SMILES | STK33 kinase inh | Kir21 block
CCC(CO)Oc1cc(NCc2cccc(C(F)(F)F)c2)c2ncn(C(C)C)c2c1 (stereo not given) | 0.1 | ·
COc1cc(C2NCC(c3ccc(Cl)cc3Cl)c3c2[nH]c2ccccc32)cc(OC)c1OC (stereo not given) | -0.1 | -1
C/C(=N/N=C(/N)SCc1ccccc1)C(C)(C)C | -0.7 | 0.01
CC1CC(C)CN(c2nc3c(c(=O)n(C)c(=O)n3C)n2C)C1 (stereo not given) | 0.2 | 1.8
COc1ccc(/C=C2\CCC(C3CCCC3)C2=O)cc1OC (stereo not given) | -2.0 | 0.31
CCOc1ccc(NC(=O)CN2CCN(C3c4ccccc4-c4ccccc43)CC2)cc1 | -0.7 | -0.56
CCN(CC(=O)NCc1ccc(F)cc1)C(=O)CN1CCN(c2ccccc2OC)CC1 | -0.6 | -0.12
Cc1ccc(Cn2c(C3CCCN3c3nc(-c4ccc(F)cc4)cs3)nc3cc(C(F)(F)F)ccc32)cc1 (stereo not given) | -0.3 | 0.21
COc1ccc(OC)c(S(=O)(=O)N2CCC(C(=O)NC3CC3)CC2)c1 | 7.5 | 2
COC(=O)c1ccccc1NC(=O)C(CCS(C)(=O)=O)NC(C)=O (stereo not given) | 0.0 | -0.28
CC(=O)Nc1ccc(C(=O)N/N=C(\C)CC(=O)Nc2ccc(OCc3ccccc3)cc2)cc1 | 1.1 | 0.62
CCCCn1c(N)c(N(CC)C(=O)c2c(C)noc2C)c(=O)[nH]c1=O | -1.8 | ·
CCOC(=O)NC(NC(=S)Nc1ccc(OC)cc1)C(Cl)(Cl)Cl (stereo not given) | -1.8 | 0.58
COc1ccc(NC(=O)CCn2c(=O)c3cccn3c3ccccc32)c(OC)c1 | -0.7 | -0.88
O=C(Nc1cccnc1)C1CCCN(c2ncnc3c2nc2n3CCCCC2)C1 (stereo not given) | 3.3 | 1.7
CCOC(=O)c1[nH]c2ccccc2c1NC(=O)Nc1ccc(OC)cc1 | -1.7 | -1
O=C(Nc1ccccc1Oc1ccccc1)c1cccs1 | -2.3 | 0.02
CCN(c1ccccc1)S(=O)(=O)c1ccc(Cl)c(NC(=O)COC(=O)c2ccc(Cl)c(N)c2)c1 | -1.4 | -0.61
CCN1C(=O)C2(C(C(=O)c3ccc(C)o3)=C(O)C(=O)N2CCCN2CCOCC2)c2ccccc21 (stereo not given) | 12 | 1.8
O=C(Nc1ccn(Cc2ccccc2F)n1)c1ccc(COc2ccc(Cl)cc2Cl)o1 | -1.5 | 1.3
O=C(Nc1cccc(Cl)c1)Nc1ccccc1C(=O)O | -1.0 | 1.3
CCOC(=O)c1ccc(NC(=O)CNC(=O)C2CCCCC2)cc1 | 0.0 | 0.02
COc1ccc(/C(C)=N/N2CCCCC2)c(O)c1 | -1.2 | 0.39
CC#CC(=O)N1CCCC(C(=O)c2ccc(SC)cc2)C1 (stereo not given) | -1.0 | 0.92
Cc1ccc(N2C(=O)C3ON(c4ccccc4)C(c4ccncc4)C3C2=O)c(C)c1 (stereo not given) | -2.8 | 0.23
Cn1c(C(O)c2ccccc2)nc(Cl)c1Cl (stereo not given) | -1.8 | 0.83
CCNC(=O)Cn1cc(C(F)(F)F)cc(Cl)c1=O | -0.7 | 0
COC(=O)C(Cc1ccc(O)cc1)NC(=O)C(C)Oc1ccccc1 (stereo not given) | 0.8 | -1.7
CN(C(=O)CN1C(=O)c2ccccc2S1(=O)=O)C1CCCCC1 | -1.0 | ·
COc1cc(OC)c(C2=NOC(C(=O)NCc3cccnc3)C2)cc1Cl (stereo not given) | -5.6 | 0.1
COc1cccc(N(CC(=O)NCCSCc2ccc(C)cc2)S(C)(=O)=O)c1 | 0.2 | -0.18
O=C(CN1C(=O)C2C3C=CC(C3)C2C1=O)N1CCc2ccccc2C1 (stereo not given) | 1.1 | 1.6
NNc1nc(Nc2ccccc2)nc(Nc2ccccc2)n1 | 0.7 | -0.84
Cc1cc(C)cc(NC(=O)C2CC(=O)n3ncnc3N2)c1 (stereo not given) | -1.5 | 0.84
COc1ccc2c(c1)c1nc3ccccc3nc1n2Cc1ccc(OC)c(OC)c1 | -2.1 | 1.1
Cn1c2ccccc2c(=O)c2cc(C#CC3(O)CCCCC3)ccc21 | 3.9 | -0.05
C=C1CSc2nc(=O)c3c(C)c(C)sc3n21 | · | 0.27
COc1ccc(/C=C/C(=O)c2ccccc2)c(OC)c1 | -0.3 | 1
Cc1cccc(C)c1NC(=O)CNC(=O)c1cccnc1 | -0.4 | -0.85
c1ccc(-n2ncc3cccnc32)cc1 | 0.9 | -0.26
Cc1cc(=O)[nH]c(SC(C(=O)O)c2ccccc2)n1 (stereo not given) | 1.1 | -0.09
O=C(CSc1nc2ccccc2s1)NC1CCS(=O)(=O)C1 (stereo not given) | -0.6 | -0.6
Cc1ccc(CS(=O)(=O)CCC(=O)N2CCOCC2)cc1 | -0.8 | -0.12
Cc1ccc2nc(N/C(N)=N/S(=O)(=O)c3ccc([N+](=O)[O-])cc3)nc(C)c2c1 | -2.0 | 3.5
COc1ccc(C2=CC(=O)C[C@H](c3ccc(OC)c(OC)c3)C2)cn1 | -0.8 | ·
O=C(CCc1nc2ccccc2c(=O)[nH]1)N1CCN(S(=O)(=O)c2ccc(Cl)c(C(F)(F)F)c2)CC1 | -0.9 | 0.35
O=C(NNc1cccc(Cl)c1)c1cccnc1Cl | 0.4 | 1
O=c1o[nH]c(-c2ccccc2)c1C=Nc1ccc(Cl)cc1 | -1.9 | -0.97
S=C1NCCc2ccc(Cl)cc2C1c1ccccc1Cl (stereo not given) | 0.6 | -0.84
COc1ccccc1NC(=O)Cc1noc(CSc2nnc(N)s2)n1 | 0.3 | -1.4
O=c1c2cc3c(nc2[nH]c(=S)n1-c1ccccc1)CCCC3 | -2.1 | 1.8
CC1=C(C(=O)Nc2cccc([N+](=O)[O-])c2)C2(CCC(C)CC2)OC1=O (stereo not given) | -0.9 | 0.46
CN(CCOC(=O)/C=C/c1ccco1)Cc1ccccc1 | 0.2 | -1
c1cnc(Nc2nc(-c3ccc4ccccc4c3)cs2)nc1 | -0.2 | 0.44
Cn1c(N)c(C(=O)/C=C/c2ccccc2)c(=O)[nH]c1=O | -0.3 | 1
Cc1ccc(S(=O)(=O)N2CCCC(C(=O)N(Cc3cccs3)C3CC3)C2)cc1 (stereo not given) | -1.8 | -0.95
Clc1nc(CN2CCOCC2)nc2sc3c(c12)CCC3 | 5.0 | -0.61
O=C(Nc1ccc(Cl)cc1)OCCn1nnnc1C(c1ccccc1Cl)N1CCOCC1 (stereo not given) | 0.2 | 1
CCOC(=O)C1CCCN(c2c(C(=O)c3ccccc3)cnc3ccccc23)C1 (stereo not given) | -0.8 | -1.6
CC(C)(C)c1ccc(-c2n[nH]c(=S)n2C2CCCC2)cc1 | -2.5 | -0.06
O=C1CCCC/C=C\C[C@H](CC(=O)N(CCO)Cc2ccccc2)C(=O)N[C@@H](Cc2ccccc2)CO1 | 1.2 | ·
